Casp7 inh: caspase-7 (human) inhibition, allosteric or competitive | P55210 | recombinant caspase-7, Ac-DEVD-AFC fluorescence rate | Potency, µM (titrated, usually from 57.5 µM), for the others: top-dose activity change, negative = inhibition, most hits filed as inhibitors | 0.02% of 75,000 active | AID 889; active means well fitted inhibition curve with a large enough effect in the main read-out, with a control signal flat, not every such curve was filed as active; inconclusive means small, poorly fitted or top-dose-only effect, or a change in a side signal; further: potency means the concentration at half of the fitted maximal effect; % of control where 0% means no effect
Target sequence (P55210 24-198 limits assumed): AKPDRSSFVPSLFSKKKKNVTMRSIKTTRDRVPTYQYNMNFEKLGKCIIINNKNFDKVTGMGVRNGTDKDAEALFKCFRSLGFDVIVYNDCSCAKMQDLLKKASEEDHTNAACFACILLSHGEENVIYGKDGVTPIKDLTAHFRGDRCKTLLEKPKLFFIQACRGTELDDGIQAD
Target sequence (P55210 207-303 limits assumed): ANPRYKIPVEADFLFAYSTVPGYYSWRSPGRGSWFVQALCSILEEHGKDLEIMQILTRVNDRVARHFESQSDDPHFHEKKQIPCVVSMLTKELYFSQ
4MU fluor: 4-MU region autofluorescence; compound autofluorescence, 340/450 nm, 4-MU equivalents; active compounds read high; max dye-equivalent concentration, M; 11% of 59,000 active; AID 589; in the data active means max dye-equivalent concentration above about 10 nM; inconclusive means mostly about 1.1 nM to 9.6 nM
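Intrinsic fluorescence at 340/450 nm (ex/em) was read after 15 min at room temperature in pH 8.0, 100 mM Tris. Each compound concentration expressed as 4-MU-equivalent concentration from a six-point 4-MU standard series on each plate.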
HEK293 cAMP cs: parental HEK293 cAMP activation (counter-screen) | Potency, µM (highest dose often 57.1 µM), without a hit: at the highest dose activation, most hits filed as activators | parental HEK293 CNG cAMP sensor, membrane potential fluorescence | 2.5% of 73,000 active | AID 938; further: potency means the concentration at half of the fitted maximal effect; % of control where 0% means no effect; nearly all actives have a fitted effect of over 55% in size
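Parental HEK 293 cells stably expressing a modified CNG channel (no TSHR) report cAMP rise as membrane depolarization. Membrane potential dye with 100 uM RO 20-1724 was loaded for 60 min at room temperature, then compound added for 30 min; fluorescence read at 590 nm.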
Casp1 inh: blocks human caspase-1 allosterically or competitively. P29466. Caspase-1 enzyme, Ac-WEHD-AFC fluorogenic rate. Potency, µM (titrated, usually from 57.5 µM), for inactives: top-dose activity change, negative = inhibition, hits mostly inhibitors. 0.03% of 75,000 active. AID 900;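 further: potency means the concentration at half of the fitted maximal effect; plate controls were vehicle for no effect and no substrate for full effect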
Target sequence (P29466 120-297 limits assumed): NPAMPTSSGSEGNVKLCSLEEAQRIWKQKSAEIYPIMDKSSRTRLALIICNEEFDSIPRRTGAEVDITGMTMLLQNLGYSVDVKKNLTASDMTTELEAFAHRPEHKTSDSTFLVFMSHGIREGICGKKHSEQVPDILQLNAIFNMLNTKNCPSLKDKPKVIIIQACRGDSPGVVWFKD
Target sequence (P29466 317-404 limits assumed): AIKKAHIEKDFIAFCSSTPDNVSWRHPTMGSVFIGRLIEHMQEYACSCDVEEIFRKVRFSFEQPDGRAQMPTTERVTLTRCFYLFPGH
Texas Red fluor: compound fluoresces in the Texas Red spectral region; Compound fluorescence, Texas Red channel, 547/618 nm; active compounds read high; max dye-equivalent concentration, M; 0.06% of 59,000 active; in the data active means max dye-equivalent concentration above about 10 nM; inconclusive means between about 1.1 nM and that limit
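Dye-equivalent concentrations come from scaling compound signal (ex 547, em 618 nm) to six Texas Red standard concentrations run on every plate, after 15 min room-temperature incubation in pH 8.0 Tris (100 mM).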
Fluorescein fluor: compound autofluorescence in fluorescein spectral region. Compound autofluorescence, 480/540 nm, fluorescein-equivalent; active compounds read high. max fluorescein-equivalent concentration, M. 0.91% of 59,000 active. AID 593; in the data active means max fluorescein-equivalent concentration above about 10 nM; inconclusive means between about 1.1 nM and that limit
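Each compound is tested across a concentration series in 100 mM Tris buffer at pH 8.0. After 15 min at room temperature, plates are imaged with 480 nm excitation and 540 nm emission filters, and intensities are converted to fluorescein-equivalent values.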
A350 fluor: A350 region autofluorescence; AID 590; max dye-equivalent concentration, M; Compound autofluorescence, 340/450 nm, Alexa 350 dye-equivalents; active compounds read high; 11% of 59,000 active; in the data active means max dye-equivalent concentration above about 10 nM; inconclusive means mostly about 1.1 nM to 9.6 nM
BRCT inh red: BRCT-phosphoprotein interaction inhibition (red fluorophore). P38398. BRCT-phosphopeptide binding, red fluorescence polarization. Potency, µM (top dose mostly 76.9 µM), for inactives: at the highest dose activity change, negative = inhibition, usual class: inhibitors. 0.03% of 75,000 active; further: on the % scale 0 is the no-effect control and ±100 the full control effect
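Rhodamine-labelled pBACH1 10-mer (100 nM) bound to BRCT domain (100 nM) at pH 7.3; compounds incubated 12 min room temperature, polarization read. Free peptide defines full inhibition; unlabelled decapeptide titrated as control.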
Rhodamine fluor: compound autofluorescence in rhodamine spectral region; AID 594; max dye-equivalent concentration, M; 0.05% of 59,000 active; Rhodamine-region fluorescence, 547/598 nm, Tris buffer; active compounds read high; in the data active means max dye-equivalent concentration above about 11 nM; inconclusive means between about 1.1 nM and that limit
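Steps: pin-transfer compounds into pH 8.0 Tris (100 mM), hold 15 min at room temperature, image with a 547/598 nm filter pair, and convert intensities to rhodamine-equivalent concentration using a six-point on-plate rhodamine series.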
USP2a inhib: USP2a (human) protease inhibition. O75604. USP2a enzymatic assay, qHTS inhibition. Potency, µM (doses to about 38.3 µM), for the others: at the top dose activity change, negative = inhibition, hits mostly inhibitors. 0.1% of 60,000 active. AID 927;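 further: potency means the concentration at half of the fitted maximal effect; nearly all actives have a fitted effect of over 60% in size; plate controls were DMSO for no effect and NEM full inhibition control for full effect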
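20 nM USP2 core + cpd, 30 min RT; add 20 nM Ub-PLA2/20 uM NBD C6-HPC; read Ex460/Em535 at 0 h and 2.5 h. Normalized to NEM; qHTS curve fit/classification.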
BRCT inh green: BRCA1 BRCT-phosphoprotein interaction inhibition; Potency, µM (doses to about 76.9 µM), for the others: at the top dose activity change, negative = inhibition, most hits filed as inhibitors; P38398; BRCA1 BRCT-phosphopeptide binding, green fluorescence polarization; 0.05% of 75,000 active; AID 875;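 further: potency means the concentration at half of the fitted maximal effect; plate controls were peptide without protein for full effect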
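Fluorescence polarization: His-tagged BRCT (~35 kDa BRCA1 C-terminus, 250 nM) bound to 100 nM fluorescein-labeled phosphorylated 10-aa BACH1 peptide, pH 7.3 phosphate buffer with DTT and Tween 20. Compounds incubated 12 min at room temperature; inhibition read as lowered polarization.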
Numbers without * were called inactive; i = inactive; ? = inconclusive; . = no result given; [ ] = dose if it differs, or a comment. Unless noted, the call rests on the fitted dose curve; in most records, active means well fitted curve in the direction sought with a large enough effect; inconclusive means small, poorly fitted or top-dose-only effect, or another doubt; inactive means no such curve, though single readings can be large; an effect the other way counts as inactive or inconclusive.

SMILES	Casp7 inh	4MU fluor	HEK293 cAMP cs	Casp1 inh	Texas Red fluor	Fluorescein fluor	A350 fluor	BRCT inh red	Rhodamine fluor	USP2a inhib	BRCT inh green
CCOC(=O)c1[nH]nc(N)c1NC(=O)c1ccc(Cl)cc1Cl	0.6%	i	3.0%	-3.0%	i	?	i	1.5%	i	-0.4%	-5.6%
CC1=CC(C)(C)N2C(=O)C3(SCC(=O)N3c3ccc(O)cc3)c3cc(C)cc1c32 (stereo unspecified)	-4.7%	i	?	-1.9%	?	?	i	0.1%	i	43.9%[activator]	-0.7%
CCOC(=O)Cn1c(SC)nc2sc3c(c2c1=O)CC(C)(C)OC3	.	i	.	.	i	?	i	.	i	.	.
Cc1cc(C(=O)N[C@@H](c2ccccc2)[C@]2(C)C[C@H]2[C@@H](C)C(=O)Nc2ccc3ccccc3c2)n(C)n1	1.6%	.	29.4%	1.6%	.	.	.	0.7%	.	.	-0.3%
CCOC(=O)N1CCN(S(=O)(=O)c2cc(Br)cc3c2N(C(=O)C2CC2)CC3)CC1	0.6%	i	24.5%	0.3%	i	i	i	-1.9%	i	40.2%[activator]	0.1%
CCCc1nc2c3cnn(-c4cccc(Cl)c4)c3ncn2n1	-0.4%	i	2.4%	-14.3%	i	?	i	-1.8%	i	-1.8%	1.5%
C=CCn1c(SCC(=O)NCC2CCCO2)nc2scc(-c3ccco3)c2c1=O (stereo unspecified)	-3.7%	i	19.8%	-0.1%	i	?	i	-0.3%	i	20.9%	-0.2%
O=C(O)c1ccccc1OCCOc1ccccc1C(=O)O	-2.3%	i	-0.1%	-1.3%	i	i	i	0.5%	i	-6.7%	-0.5%
C=CCSc1nnc(CSc2nc3sc4c(c3c(=O)[nH]2)CCCC4)n1-c1ccccc1	?	.	?	-5.2%	.	.	.	2.2%	.	-1.5%	-0.1%
CCOc1ccccc1Oc1c(C)oc2cc(OC(=O)N3CCOCC3)ccc2c1=O	-1.4%	.	?	2.4%	.	.	.	-0.9%	.	.	-2.0%
CCOC(=O)c1csc(NC(=O)CSc2nnc(C3CC3)n2C)n1	9.1%	i	2.5%	0.2%	i	?	?	-1.5%	i	-13.0%	-3.7%
O=C(CN1CCCc2ccccc21)NC(=O)NCc1ccco1	-3.7%	i	-7.9%	0.4%	?	i	?	-0.1%	i	17.2%	-3.3%
COc1ccc(N(C(=O)c2cccnc2)S(=O)(=O)c2ccc3c(c2)n(C)c(=O)n3C)cc1	-0.7%	i	-10.3%	-0.1%	i	i	i	0.8%	i	2.2%	-0.6%
Cn1c(=O)cc(OCC(=O)N2CCCc3ccccc32)c2ccccc21	-0.5%	i	2.5%	0.0%	i	i	i	0.7%	i	20.8%	2.0%
Cc1ccc(O)c(-c2cc(C(F)(F)C(F)F)nc(-c3ccccc3)n2)c1	0.7%	.	-7.7%	-2.3%	.	.	.	-1.2%	.	.	-1.7%
CCCCN(CC)CCCNC(=O)c1cc2cc3ccc(OC)cc3nc2o1	-4.8%	7.46e-06M*	?	-6.1%	i	i	7.05e-06M*	-2.1%	i	8.3%	0.2%
Cn1ncc2c(N3CCOCC3)ncnc21	-4.5%	i	3.4%	-3.4%	i	i	i	-0.1%	i	3.8%	-2.4%
Cn1c(SCc2nc3ccccc3[nH]2)nnc1-c1cnccn1	0.1%	i	0.5%	0.4%	i	?	i	0.0%	i	1.7%	-0.8%
COc1ccc(N(Cc2cc3ccc(C)cc3[nH]c2=O)C(C)=O)cc1	-2.2%	?	10.6%	1.9%	i	i	?	-0.6%	i	3.5%	1.0%
Cc1cc(C)nc(/N=C2\NC(=O)CC(C(=O)O)N2CCc2c[nH]c3ccccc23)n1 (stereo unspecified)	0.6%	.	5.5%	-1.3%	.	.	.	-0.1%	.	.	-4.8%
Cc1ccc(C(=O)OCC(=O)c2ccc(Cl)s2)s1	-3.2%	i	18.3%	-1.0%	i	i	i	-3.9%	i	-0.6%	0.1%
O=C(C[N+]1(c2ccccc2)CCOCC1)c1ccccc1	-6.4%[11.5 µM]	i	6.8%[11.4 µM]	-4.1%[11.5 µM]	i	i	i	0.9%[15.4 µM]	i	.	-0.3%[15.4 µM]
CC1=C(c2ccc(C)cc2)S(=O)(=O)N(CC(=O)O)C1=O	-2.0%	.	4.7%	0.1%	.	.	.	1.1%	.	.	-1.8%
COc1ccccc1-c1nn2c(C(F)(F)F)nnc2s1	1.1%	i	3.3%	0.1%	i	i	i	-1.6%	i	9.7%	-0.8%
CCN(CC)c1ccc(C=N/C(C#N)=C(\N)C#N)cc1	?	i	-8.4%	?	?	5.03e-07M*	i	1.9%	?	-16.7%	16.7%
COc1ccc(C2N(c3ccc(Cl)cc3)C(=O)C3CCCN32)cc1 (stereo unspecified)	-0.6%	.	11.7%	-3.5%	.	.	.	-1.3%	.	.	1.1%
CC[C@@H]1OC(=O)[C@@H](C)[C@H](O[C@@H]2C[C@@](C)(OC)[C@@H](O)[C@H](C)O2)[C@H](C)[C@H](O[C@@H]2O[C@@H](C)C[C@@H](N(C)C)[C@H]2O)[C@@](C)(O)C[C@H](C)C(=O)[C@@H](C)[C@H](O)[C@@]1(C)O	.	i	-2.3%	.	i	?	i	.	i	.	.
Cc1ccc(S(=O)(=O)C2(C(=O)N3CCCC(C)C3)CC2)cc1 (stereo unspecified)	-2.4%	i	2.6%	-0.2%	i	i	i	1.0%	i	4.9%	-1.4%
Fc1ccc(C(OCCCc2cnc[nH]2)c2ccc(F)cc2)cc1	-4.8%	i	7.2%	-4.2%	i	i	i	-2.7%	i	-3.3%	-1.3%
CCOC(=O)C1=C(C)NC(C)=C(C(=O)OCC)C1	-5.7%	?	14.4%	1.1%	i	i	?	0.2%	i	9.3%	0.3%
CCOC(=O)Cc1csc(NC(=O)c2c(-c3c(F)cccc3Cl)noc2C)n1	-3.2%	i	?	-3.5%	i	i	i	0.3%	i	22.1%	6.6%
COc1cc(OC)cc(C(=O)Nc2ccc3c(c2)COC3=O)c1	-1.2%	i	5.4%	-0.3%	i	i	i	-1.1%	i	10.3%	1.3%
CSc1ccc(Cl)c(C(=O)OCC(=O)N2CCOCC2)c1	-0.2%	?	5.1%	1.7%	i	?	?	-0.5%	i	4.6%	1.4%
Cc1cc(C2(c3cc(C)c(O)c(C(=O)O)c3)OS(=O)(=O)c3ccccc32)cc(C(=O)O)c1O	-2.1%[11.5 µM]	i	2.4%[11.4 µM]	2.0%[11.5 µM]	i	i	i	-0.3%[15.4 µM]	i	.	-2.5%[15.4 µM]
O=C(CN1C(=O)C2CC=C(Cl)CC2C1=O)Nc1ccc(C(=O)O)cc1 (stereo unspecified)	-6.3%	i	-1.5%	-6.0%	i	i	?	-2.5%	i	-8.1%	2.8%
O=C(NCCCN1CCC(Cc2ccccc2)CC1)C1CCC(=O)N1C1CCCC1 (stereo unspecified)	-1.8%	.	9.7%	-4.9%	.	.	.	2.4%	.	.	3.9%
COc1ccccc1OCCSc1nc2ccccc2c(=O)[nH]1	-0.7%	.	9.5%	-0.3%	.	.	.	0.2%	.	6.5%	-1.5%
Cc1cc(=O)n2[nH]cnc2n1	.	i	.	.	i	i	i	.	i	.	.
CC(C)[C@](N)(C(=O)O)c1ccccc1	0.0%[11.5 µM]	i	-5.7%[11.4 µM]	-2.9%[11.5 µM]	i	i	i	1.0%[15.4 µM]	i	.	-0.7%[15.4 µM]
CS(=O)(=O)N(CC(=O)Nc1cccnc1)c1ccc2c(c1)OCO2	-2.5%	i	3.1%	1.8%	i	i	i	-1.6%	i	-20.5%	1.2%
COC(=O)c1ccccc1NC(=O)c1ccccc1OC	1.2%	i	15.8µM*	-1.8%	i	i	i	-3.5%	i	-19.7%	1.3%
CCOC(=O)C1C(=O)CC(C)(O)C(C(=O)OCC)C1c1cccc(OC)c1 (stereo unspecified)	0.5%	.	?	2.3%	.	.	.	1.8%	.	7.5%	0.1%
O=S1(=O)CCC(SCc2nc3sccn3c2Br)C1 (stereo unspecified)	0.0%	i	16.8%	0.2%	i	?	i	1.9%	i	-4.4%	-0.3%
CCOc1ccc2[nH]c(=O)c(=O)[nH]c2c1	-9.9%	1.36e-08M*	-4.9%	-2.5%	i	?	1.24e-08M*	0.8%	i	24.1%	1.4%
O=C(CSc1nnc(COc2cccc3cccnc23)o1)c1ccc(F)cc1	0.6%	i	22.0%	-1.9%	i	?	i	0.3%	i	11.4%	0.4%

The list is partial, so the mix of outcomes need not match the whole.
